# FN deposition inh – fibronectin deposition inhibition. AH1F fibroblasts, Alexa488-fibronectin deposition fluorescence, overnight. inhibition, % at 12.6 µM. hit rate 0.086% among 350,000;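 active = mean inhibition across replicates of 30% or more, regardless of how many single replicates reach that level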;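 also: positive control wells lacked labelled fibronectin entirely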
#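 Material: AH1F fibroblast monolayer depositing Alexa488-labelled fibronectin into matrix / Amount: 10000 AH1F cells per well / Signal: fluorescence 485/525 nm / Medium: DMEM, 2% serum / Compound: single dose, pinned / Incubation: 1 h cell adhesion before compound, then overnight fibronectin incubation / Reagent: Alexa488-FN, 24 nM final / Read-out: inhibition of fibronectin deposition signal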
# GSIS activator – primary screen for activators of insulin secretion dependent on glucose, INS-1E cells, GLuc reporter luminescence; AID 743287; activation, % at 16.6 µM; INS-1E GLuc reporter insulin secretion, 2-3 h; hit rate 0.61% among 370,000;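 active = lowest replicate activation of at least 40%, so every replicate reaches that level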;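 also: 0% = median of neutral control wells and 100% = median of IBMX positive control wells; some compounds called inactive have numbers as strong as hits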
# The depositor's hits bear a star. Some of the compounds tested (hit frequency here may not be typical).
SMILES,FN deposition inh,GSIS activator
Cc1ccc(-n2nc3ccc(NC(=O)c4cccc([N+](=O)[O-])c4C)cc3n2)cc1,2,37
CCc1ccc(N2C(=O)CN(Cc3cc(OC)c(OC)c(OC)c3)C2=S)cc1,0,-6
Cc1ccc(NC(=O)/C=C/c2ccco2)nc1,-7,6
S=C(NCC1CCCO1)Nc1ccc(Cl)cc1 (centres undefined),2,6
O=c1c2ccccc2n2c(-c3cccc(F)c3)nnc2n1Cc1ccccc1,1,12
COc1ccc(-c2ccc(/C=C3/C(=N)N4C(C)=CSC4=NC3=O)o2)c([N+](=O)[O-])c1,1,38
Cc1ccc(OCC(=O)c2cc(C)n(-c3ccccc3)c2C)c([N+](=O)[O-])n1,-13,-4
CC(=O)NC1(C(F)(F)F)N=C(c2ccccc2)NC1=O (centres undefined),-9,20
Cn1cc([N+](=O)[O-])c(C(=O)Nc2ccc(C(=O)N3CCCCC3)cc2)n1,-2,3
COc1cccc(/C=N/NC(=O)CSc2ccccc2C)c1O,4,3
C[C@H](CO)N1C[C@H](C)[C@@H](CN(C)C(=O)c2ccc(F)cc2)OCc2ccccc2-c2c(n(C)c3ccccc23)C1=O,-2,-19
COc1cc2c(cc1OC)CN(C(=S)Nc1ccc(C)cc1C)CC2,-1,-4

# The final 2 compounds of the section before come first, to join the parts.
SMILES,FN deposition inh,GSIS activator
C[C@H](CO)N1C[C@H](C)[C@@H](CN(C)C(=O)c2ccc(F)cc2)OCc2ccccc2-c2c(n(C)c3ccccc23)C1=O,-2,-19
COc1cc2c(cc1OC)CN(C(=S)Nc1ccc(C)cc1C)CC2,-1,-4
CC(=O)Nc1c(C)ccc(S(N)(=O)=O)c1C,-3,1
O=C1N[C@H](Cc2ccccc2)COCc2cn(nn2)CC[C@@H]1Cc1ccc(Cl)cc1,-1,3
COc1ccccc1NS(=O)(=O)c1cc(NC(=O)Cn2cnc3c2c(=O)n(C)c(=O)n3C)ccc1C,-1,-2
CC(NC(=O)c1sc2ccccc2c1Cl)C1CCCO1 (centres undefined),-1,16
Cc1c(NC(=O)/C(C#N)=C/c2ccc(-c3ccc(Cl)cc3)o2)c(=O)n(-c2ccccc2)n1C,-6,-28
CCCS(=O)(=O)c1nc(S(=O)(=O)c2ccc(C)cc2)c(N2CCc3ccccc3C2)s1,6,14
CCOC(=O)c1csc(NC(=O)Nc2cccc(Cl)c2)n1,11,8
CN(c1ccc(OCC(=O)Nc2nc(-c3ccccc3)cs2)cc1)S(=O)(=O)c1ccc(F)cc1,-10,-19
COc1ccc(O)c(-c2cc(-c3ccccc3[N+](=O)[O-])[nH]n2)c1,0,-2
Cc1ccc(NC(=O)Cc2nc(CCl)cs2)cc1,0,-15
CCN(C(=S)NCc1ccccc1)c1ccccc1,1,3
CC(C)CNC(=S)Nc1ccccc1F,6,4

# Quoted at random: 2 records from the list.
SMILES,FN deposition inh,GSIS activator
O=C1N[C@H](Cc2ccccc2)COCc2cn(nn2)CC[C@@H]1Cc1ccc(Cl)cc1,-1,3
COc1ccccc1NS(=O)(=O)c1cc(NC(=O)Cn2cnc3c2c(=O)n(C)c(=O)n3C)ccc1C,-1,-2

# Later entries.
SMILES,FN deposition inh,GSIS activator
CCc1nc(N2[C@H](CO)[C@@H](c3ccccc3-c3ccc(F)cc3)[C@@H]2C#N)sc1C,4,-2
COCCOC(=O)C1=C(C)NC(=S)NC1/C=C/c1ccccc1 (centres undefined),-1,1
CCOC(=O)/C(N=Nc1cc(C(=O)O)cc(C(=O)O)c1)=C(\O)CCl,9,18
O=C(CSc1nc2ccc(Nc3nc(N4CCOCC4)nc(N4CCOCC4)n3)cc2s1)N1CCOCC1,0,22
COc1ccc2c3c([nH]c2c1)[C@H](CO)N(C(=O)C1CCOCC1)CC31CCN(Cc2cccc(F)c2)CC1,3,-2
CCOc1ccccc1NC(C)C(=O)Nc1cc(C(F)(F)F)ccc1N1CCOCC1 (centres undefined),11,-18
O=C(N/C(C(=O)N1CCOCC1)=C(\Sc1ncccn1)c1ccccc1)c1ccccc1,-11,9
Cc1ccc(S(C)(=O)=O)cc1S(=O)(=O)Nc1ccccc1,5,4
COc1ccc(NC(=S)NNC(=O)COc2ccc(Cl)cc2Cl)cc1,0,-8
CC(C)CC(=O)Nc1ccc(-c2nc3ccccc3c(=O)[nH]2)cc1,2,10
O=C(NC1CC1)c1cc2c(F)cccc2s1,-1,-14
Cc1cc(C)cc(NC(=O)/C(C#N)=C/c2cn(CC(=O)NCc3ccco3)c3ccccc23)c1,4,17

# Three compounds from above, arranged by molar mass, descending.
SMILES,FN deposition inh,GSIS activator
Cc1ccc(S(C)(=O)=O)cc1S(=O)(=O)Nc1ccccc1,5,4
CC(NC(=O)c1sc2ccccc2c1Cl)C1CCCO1 (centres undefined),-1,16
CC(=O)NC1(C(F)(F)F)N=C(c2ccccc2)NC1=O (centres undefined),-9,20

# The list goes on.
SMILES,FN deposition inh,GSIS activator
CCOC(=O)Cc1csc(N/C(=N/S(=O)(=O)c2cc(Br)ccc2OCC)c2ccccc2)n1,10,-23
Cc1ccc(OCCC(=O)Nc2ccc(F)c(Cl)c2)cc1,0,4
O=C1Nc2ccccc2C1=Nc1cccc([N+](=O)[O-])c1,4,-8
CCOc1ccc(C2=Nc3ccc(Br)cc3C(c3ccc(N4CCOCC4)cc3)=NN2)cc1,3,-28
C#CCCCc1nc2ccccc2c(=O)n1N,-6,5
CCn1c(SCC(=O)N/N=C/C=C/c2ccco2)nnc1-c1ccccc1,-4,-19
Oc1ccc(/C=N/Nc2cc(N3CCOCC3)nc(N3CCOCC3)n2)cc1O,12,2
CCCCOC(=O)c1ccc(S(N)(=O)=O)o1,-1,4
O=C(NCC1CCCO1)C(c1cccs1)N(Cc1ccccc1)C(=O)c1ccc(-c2ccccc2)[nH]1 (centres undefined),-1,-24
COc1cccc2[nH]c3c(N4CCC(C(N)=O)CC4)ncnc3c12,-8,18
Cc1[nH]c2ccccc2c1/C=N/NC(=O)C1CC1(c1ccccc1)c1ccccc1 (centres undefined),-8,-12
CC(C)C(NC(=O)OCc1ccccc1)C(=O)NC1CCCCC1 (centres undefined),3,-12
CC(=O)c1ccc(S(=O)(=O)Nc2ccc(-c3cn4c(n3)SCC4)cc2)cc1,5,2
CCOC(=O)c1c(/N=C/c2ccc(C)cc2O)sc2c1CCC2,3,-4
Cc1cccc(/C(N)=N/OC(=O)C23CC4CC(CC(C4)C2)C3)c1,1,8
Cc1ccc(CSc2nnc(SCC(=O)N/N=C/C=C/c3ccco3)s2)cc1,-4,-31
CC(=O)c1c(O)cc(=O)n(-c2ccccc2)c1-c1ccc(Cl)cc1,-3,-16
O=C(/C=C/c1ccccc1)NCCc1ccc2c(c1)OCCO2,4,-4
O=C1CCCC(O)=C1N=Nc1c(Cl)cc(Cl)cc1Cl,-5,12
Cc1cc(C(=O)COc2cccnc2[N+](=O)[O-])c(C)n1-c1ccccc1,12,-4
N#CNC(=Nc1cccc(F)c1)SCc1cccc(F)c1,-4,-15
CCOCCCNCc1c(Cl)cccc1Cl,1,13
Cc1ccc(C(=O)CNc2ccc(F)cc2)cc1,0,6
CCCN(CCC)c1c([N+](=O)[O-])c(=O)oc2ccccc12,3,4

# Reprinted from above for reference:
SMILES,FN deposition inh,GSIS activator
CC(=O)c1ccc(S(=O)(=O)Nc2ccc(-c3cn4c(n3)SCC4)cc2)cc1,5,2
CCOC(=O)c1c(/N=C/c2ccc(C)cc2O)sc2c1CCC2,3,-4
Cc1cccc(/C(N)=N/OC(=O)C23CC4CC(CC(C4)C2)C3)c1,1,8

# (list continues)
SMILES,FN deposition inh,GSIS activator
Cc1ccccc1NC(=O)CN1C(=O)C2C3CC(C(Br)C3Br)C2C1=O (centres undefined),4,-16
COc1ccccc1/C=C/C(=O)NC(=S)NC(C)C,3,-12
COc1ccc2ncc(OC(C)=O)cc2c1,-7,11
Cc1c(O)nc(SCC(=O)Nc2ccc3c4c(cccc24)CC3)n(-c2ccc(F)cc2)c1=O,-1,1

# Source: PubChem (Broad Institute)
